KDM5B inhibitor – KDM5B demethylase inhibition | Q9UGL1 | 220,000 compounds, 2.6% hits | Potency, µM (highest dose often 57.7 µM), without a hit: at the highest dose activity change, negative = inhibition, most hits filed as inhibitors | KDM5B demethylase, FDH-coupled NADH fluorescence (FDH is formaldehyde dehydrogenase); active = well fitted inhibition curve with a large enough effect; inconclusive = small, poorly fitted or top-dose-only effect; inactive = no such curve, though single readings can be large or run the other way; also: 0% is about no effect; nearly all actives have a fitted effect of over 70% in size
Target sequence (Q9UGL1 whole entry, looked up): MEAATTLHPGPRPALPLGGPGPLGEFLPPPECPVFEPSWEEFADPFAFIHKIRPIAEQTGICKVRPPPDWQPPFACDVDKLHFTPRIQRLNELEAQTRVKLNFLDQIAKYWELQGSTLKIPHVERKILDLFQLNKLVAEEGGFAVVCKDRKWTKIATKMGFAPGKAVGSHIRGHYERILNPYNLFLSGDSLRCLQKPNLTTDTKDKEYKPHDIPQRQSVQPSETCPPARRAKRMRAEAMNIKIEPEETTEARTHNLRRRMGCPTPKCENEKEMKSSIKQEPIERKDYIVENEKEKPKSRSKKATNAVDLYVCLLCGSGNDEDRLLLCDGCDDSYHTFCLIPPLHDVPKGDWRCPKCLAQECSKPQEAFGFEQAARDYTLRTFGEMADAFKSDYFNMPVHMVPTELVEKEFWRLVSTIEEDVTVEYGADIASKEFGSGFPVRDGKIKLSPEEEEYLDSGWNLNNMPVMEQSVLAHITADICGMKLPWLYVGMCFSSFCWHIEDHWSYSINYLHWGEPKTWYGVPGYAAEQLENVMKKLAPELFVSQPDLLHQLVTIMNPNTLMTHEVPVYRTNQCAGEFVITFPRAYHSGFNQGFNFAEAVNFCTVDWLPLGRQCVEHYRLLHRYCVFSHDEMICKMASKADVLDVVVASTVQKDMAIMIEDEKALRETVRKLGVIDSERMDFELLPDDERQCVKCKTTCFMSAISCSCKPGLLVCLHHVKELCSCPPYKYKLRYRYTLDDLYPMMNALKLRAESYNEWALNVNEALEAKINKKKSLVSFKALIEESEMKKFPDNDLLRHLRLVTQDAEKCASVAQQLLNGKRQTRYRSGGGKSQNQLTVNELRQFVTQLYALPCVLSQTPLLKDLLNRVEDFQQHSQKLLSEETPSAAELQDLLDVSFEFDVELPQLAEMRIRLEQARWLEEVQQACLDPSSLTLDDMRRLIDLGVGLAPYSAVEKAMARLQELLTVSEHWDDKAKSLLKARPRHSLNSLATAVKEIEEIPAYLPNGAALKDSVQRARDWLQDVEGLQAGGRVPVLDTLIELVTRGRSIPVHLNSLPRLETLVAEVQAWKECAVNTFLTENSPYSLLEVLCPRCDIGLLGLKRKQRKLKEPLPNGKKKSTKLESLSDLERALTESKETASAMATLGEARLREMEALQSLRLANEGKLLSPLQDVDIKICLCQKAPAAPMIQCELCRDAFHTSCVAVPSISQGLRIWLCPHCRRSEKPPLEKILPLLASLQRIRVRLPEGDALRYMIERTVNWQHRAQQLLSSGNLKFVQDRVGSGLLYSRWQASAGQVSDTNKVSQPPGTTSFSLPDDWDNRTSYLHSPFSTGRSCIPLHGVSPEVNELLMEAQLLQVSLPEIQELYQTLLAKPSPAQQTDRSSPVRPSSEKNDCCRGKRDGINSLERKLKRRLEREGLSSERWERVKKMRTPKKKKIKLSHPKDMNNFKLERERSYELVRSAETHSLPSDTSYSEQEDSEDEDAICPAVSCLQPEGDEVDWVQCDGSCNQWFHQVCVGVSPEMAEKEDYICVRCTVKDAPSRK
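qHTS format, multiple compound concentrations. Buffer 50 mM HEPES pH 7.5/0.01% Tween-20; 200 nM KDM5BΔAP final; 10 min compound preincubation; substrate-mix levels 12.5 µM peptide, 25 µM α-KG, 0.25 mM NAD⁺; 30 min RT; ΔRFU.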
Starred values were filed as active, the others as inactive; i = inactive; ? = inconclusive; & = joins results of further samples; [ ] = remark or other dose. Potency is read from the fitted curve at half-maximal effect. Not all compounds are listed; count on the stated rates, not on these rows.

| canonical_smiles | KDM5B inhibitor |
| --- | --- |
| O=C(Nc1ccc(Cl)cc1)c1cnc2ccccc2n1 | -1.2% |
| CCCCN(Cc1ccccc1)c1ccc(NS(=O)(=O)c2ccccc2Cl)cc1C(=O)O | 20.9% |
| COc1ccc2cc(C(=O)NCc3ccccc3CN3CCCC3)c(C)nc2c1 | ? |
| CC(=O)N1CCC(N[C@@H]2C[C@H](Cn3cc(-c4cccnc4)nn3)[C@@H](O)[C@H]2O)CC1 | ? |
| C=CCNc1nc2c(c(=O)[nH]c(=O)n2C)n1Cc1ccccc1Cl | 15.4% |
| CCCN(CC1CC1)c1oc(-c2ccc(Cl)cc2)nc1C#N | i |
| COc1ccc(-c2c(C)nn3c(-c4ccccc4)cc(-c4ccccc4)nc23)cc1 | -5.0% |
| Cc1cc2c(c(=O)n(-c3ccccc3)c(=O)n2CC(=O)Nc2cccc(C#N)c2)n1C | 24.4% |
| COc1ccc(Cn2c(CNC(=O)Cc3ccc(OC)c(OC)c3)nc3cccnc32)cc1 | -10.1% |
| Cc1c(-c2cc(C(=O)N3CC[C@](C)(O)[C@@H](O)C3)no2)cnn1C | 21.2% |
| CCOc1ccc(S(=O)(=O)N(CC(=O)N2CCC(C(N)=O)CC2)c2ccccc2)cc1 | -15.5% |
| CCN1CCN(CC(=O)N2N=CCC2c2ccccc2)CC1 (stereo not given) | 26.4% |
| COc1cccc(CNC(=O)c2ccc3nc(CCc4ccccc4)oc3c2)c1OC | -2.9% |
| Cc1ccc(C(=O)N(CC(=O)NC2CCCC2)c2ccc(F)cc2)s1 | 24.0% |
| CCOc1cccn2c(=O)c(-c3cc(C)n(-c4ccc(Cl)cc4)n3)c(C)nc12 | ? |
| CCN1c2cc(C(=O)Nc3cccc(Cl)c3)ccc2C(=O)N2CCCCCC21 (stereo not given) | ? |
| O=C(Cn1ccn2nc3c(c2c1=O)CCCC3)Nc1ccc2c(c1)OCCO2 | ? |
| CSc1ccc(CNC(=O)C2CCN(c3nc4ccccc4nc3C(F)(F)F)CC2)cc1 | 5.6% |
| C=Cc1ccc(Cn2nc(-c3ccc(C)c(S(=O)(=O)N4CCCC4)c3)ccc2=O)cc1 | 14.2% |
| CNC(=O)[C@@H]1CN(C(=O)c2cc3cc(OC)ccc3[nH]2)C[C@H]1c1nc(C)no1 | i |
| COc1ccc(CNc2cc(Cl)nc3ccnn23)cc1OC | -11.6%[86.2 µM] |
| COCCN1CCOC2(CCN([S+](=O)([O-])c3ccc(F)cc3F)CC2)C1=O | -6.4%[86.2 µM] |
| Cn1cc(C(=O)NCCc2noc(C3CC3)n2)cn1 | 16.7% |
| CNC(=O)NC(=O)CN(CC(=O)N(C)C)CC(F)(F)F | 9.3% |
| COc1ccc2c(c1)c1c(c(=O)n(-c3ccccc3)c(=O)n1CC(=O)Nc1ccc(C)c(C)c1)n2C | ? |
| Cc1nn(-c2ccccc2Cl)c(=O)n1CC(=O)N(C)C(C)c1ccon1 (stereo not given) | -17.0% |
| O=C(CSc1nc2ccccc2n1Cc1cccc(F)c1)NCc1ccccc1 | -12.1% |
| O=C(c1ccc2ccccc2n1)N1CCN(Cc2c(F)cccc2Cl)CC1 | -16.7% |
| Fc1cccc(Cl)c1CSc1nnc2c(Cl)cc(C(F)(F)F)cn12 | -16.8% |
| N#Cc1ccc(C(=O)/C=C/c2cc3ccccc3nc2N2CCOCC2)cc1 | -6.3% |
| Cc1cccc(NC(=O)c2cccc(C(=O)Nc3cccc(C)c3)n2)c1 | ? |
| Cc1cccn2cc(COc3ccccc3C(=O)O)nc12 | ? |
| Cc1ccc(-c2csc(=S)[nH]2)cc1 | -3.3% |
| CCCC1c2nccn2CCCN1C(=O)c1ccncc1F (stereo not given) | 22.2% |
| CN(C)C(=O)c1ccc(-c2cnc3[nH]cc(CC(=O)N4CCOCC4)c3c2)cc1 | -26.2%[86.2 µM] |
| COc1ccc(C2Cn3nnc(C(=O)N4CCC(C(=O)NC5CCC(C)CC5)CC4)c3CO2)cc1 (stereo not given) | -17.5% |
| CCCCCC(=O)NC(N1CCCCC1)C(Cl)(Cl)Cl (stereo not given) | 3.0% |
| Cc1ccc(Cn2c(C)c3cnn(CC(=O)N4CCN(c5ccc(F)cc5)CC4)c(=O)c3c2C)cc1 | ? |
| COc1cc(COC(=O)c2cc(OC)c(OC)c(OC)c2)cc(Cl)c1OC(F)F | 0.0% |
| Cc1ccccc1CNC(=O)CCC[C@@H]1[C@H]2CCCN3CCC[C@@H](CN1Cc1cccnc1)[C@@H]23 | 7.2% |
| Cc1cc(N(Cc2ccccc2F)C2CC2)n2nc(C(F)(F)F)nc2n1 | -15.4% |
| Cc1cnc2c(S(=O)(=O)N(C)C3CCCCCC3)cccc2c1 | 26.8% |
| COc1ccc(OCC(O)Cn2c(=N)n(CCN3CCCCC3)c3ccccc32)cc1 (stereo not given) | -12.9% |
| COc1ccc(-c2cn3nc(N4CCC(C(=O)Nc5cccc(C)c5C)CC4)sc3n2)cc1 | -2.8% |
| CCOc1ccccc1C(=O)N1CCC(c2n[nH]c(=O)n2-c2ccc(C)cc2)CC1 | 28.3% |
| COC(=O)[C@H](Cc1ccc(OC)cc1)NC(=O)[C@H]1CN(S(=O)(=O)c2ccccc2)CCN1C(=O)c1cccs1 | -11.1% |
| CC(OC(=O)[C@@H](NC(=O)OCc1ccccc1)C(C)C)C(=O)Nc1ccc(N2CCOCC2)cc1 (stereo not given in full) | -1.2% |
| CC1Oc2ccc(NC(=O)COc3ccccc3)cc2CN(Cc2ccccc2)C1=O (stereo not given) | 5.2% |
| COc1ccc2nc(CNC(=O)C3CCN(C(=O)C4CCC4)CC3)[nH]c2c1 | 3.0% |
| COCCN1C(=O)[C@H]2CN(Cc3cccc(OC)c3)C[C@H]2C1=O | -16.0% |
| CCc1ccc(C(=O)COC(=O)CCc2ccccc2)cc1 | -19.9% |
| Ic1ccc(-c2nc(-c3ccccn3)no2)cc1 | 13.0% |
| CCCCCC1CCC(C(=O)NCCN2CCOCC2)CC1 (stereo not given) | -0.8% |
| CCOc1ccc(N(C)S(=O)(=O)c2c(C(=O)N3CCC(C)CC3)c(C)n(C)c2C)cc1 | 10.6% |
| COc1ccc2c(c1)CN(C1CCN(C)CC1)CC[C@H]1COC(=O)N21 | 35.1%[activator][86.2 µM] |
| COc1ccc(C)cc1NC(=O)CCS(=O)(=O)c1ccc2c(c1)CC(=O)N2C | -4.7% |
| COc1ccc(CNC(=O)C(C)C)cc1 | -17.6% |
| O=C(NCc1cccnc1)c1ccc2c(c1)N(C(=O)c1ccc(F)cc1)CC2 | -7.5% |
| O=C(Nc1cn[nH]c1)N1CCCCC1Cc1ccccc1 (stereo not given) | -17.5% |
| Cc1ccc(-c2nc(SCc3cc(=O)n4nc(C5CC5)sc4n3)n[nH]2)cc1 | 6.2% |

New compounds follow.
| canonical_smiles | KDM5B inhibitor |
| --- | --- |
| COc1ccc(C(=O)Nc2ccc(S(=O)(=O)N3CCN(C)CC3)cc2)cc1 | 18.7% |
| O=C(NC1C[C@H]2CC[C@@H](C1)N2C(=O)CCc1ccccc1)c1ccncc1 (stereo not given in full) | 9.9% |
| CC(C)(S)C(N)C(=O)O (stereo not given) | 3.0% |
| CCN1CCN(c2ccc(NC(=O)c3cccc(S(=O)(=O)NCc4cccs4)c3)cc2)CC1 | 7.6% |
| Cn1c(=O)n(C)c2cc(N3CCOCC3)c(NS(=O)(=O)c3ccc(C(C)(C)C)cc3)cc21 | 0.1%&4.6% |
| O=C(NCc1ccc2c(c1)OCO2)C1COC2(CCCCC2)N1C(=O)c1cccc(F)c1 (stereo not given) | 1.4% |
| COc1ccc(C)cc1NC(=O)c1sc2nc(-c3ccc(F)cc3)cn2c1C | 3.3% |
| CC(C)CCNC(=O)C1Cn2cccc2C(=O)N1Cc1ccccc1 (stereo not given) | -27.2% |
| CCOc1ccc(-c2nc3c(c(SCC(=O)N4CCCCC4)n2)Cc2cccc(OC)c2O3)cc1 | -8.5% |
| CCCCc1noc(CN2CCC(c3nc4cc(Cl)ccc4o3)CC2)n1 | 15.4% |
| CNc1nc(-c2ccc(NC(=O)CC(C)C)cc2)cs1 | -9.5% |
| O=C(Nc1nnc(CCN2CCCCC2)s1)c1ccc(Cl)cc1Cl | -2.2% |
| Clc1ccc(-c2cc(CN3CCOCC3)no2)cc1 | 17.8% |
| CC(=O)N1CCN(C(=O)C[C@@H]2C[C@@H](C(C)C)[C@H](CC#N)C=C2C)CC1 | -0.4%[86.2 µM] |
| CC1(C)CCC2=C(C1=O)C(c1ccc(O)cc1)C1=C(CCC(C)(C)C1=O)O2 | 15.5% |
| O=C(O)CCC(=O)Nc1ccc2[nH]cc(C(C(=O)O)N3CCN(c4cccc(Cl)c4)CC3)c2c1 (stereo not given) | -15.7% |
| COc1ccccc1NC(=O)CSc1cn[nH]n1 | 19.7% |
| Cc1cc(C(=O)N2CCCCCCn3c(nnc3-c3ccc(F)cc3)CC2)nn1C | 9.3% |
| COc1ccc(-c2cc(C(F)(F)F)nc(S(=O)(=O)CCC(=O)Nc3ccccc3F)n2)cc1 | ? |
| COc1ccc(-c2nc(C)nc3c2CN([S+](=O)([O-])c2cccc(OC)c2)CC3)cc1 | -28.5%[115 µM] |
| Oc1ccc(C23CC4CC(CC(C4)C2)C3)cc1O | -24.4% |
| O=C1NCN(Cc2ccc(Cl)cc2)C12CCN(Cc1cccnc1)CC2 | -1.1% |
| COCc1cc(C[C@@H]2CC[C@H](O)[C@@H](CN(C(=O)Nc3cccc(OC)c3)C(=O)Nc3cccc(OC)c3)O2)no1 | 1.7% |
| CN(C)CCCNC(=O)COc1ccc(-c2nn(C)c(=O)c3ccccc23)cc1 | -8.5% |
| CCOc1ccccc1CNC(=O)c1cn(-c2ccc(OC)cc2)c(=O)c2ccccc12 | ? |
| Cc1[nH]cnc1CN1CCCC(c2[nH]ncc2Cc2ccccc2)C1 (stereo not given) | 34.7%[activator] |
| CCc1cc(=O)n(CC(=O)Nc2ccccc2OC)c(N2CCOCC2)n1 | -27.1% |
| O=[N+]([O-])c1ccc(C(c2sc3nc(-c4ccco4)nn3c2O)N2CCC3(CC2)OCCO3)cc1 (stereo not given) | ? |
| CC(C)=CCC/C(C)=C/COc1ccc2c(=O)c(-c3ccccc3)c(C)oc2c1 | 11.3% |
| Cc1ccc(S(=O)(=O)NC(=O)c2ccccc2C)cc1 | 24.6% |
| COc1cccc(N2CC(C(=O)NCCCc3ccccc3)NC2=O)c1 (stereo not given) | -13.7% |
| Cc1ccc(/C(COc2ccc3c(C)c(Cc4ccccc4)c(=O)oc3c2C)=N\O)cc1 | -17.3% |
| CCN1CCN(c2oc(-c3cccc(Cl)c3)nc2C#N)CC1 | ? |
| COc1ccccc1-c1cccc(CN)c1 | 13.4%[230 µM] |
| O=S(=O)(c1ccccc1)N1CCC(c2ccncc2)CC1 | -20.3% |
| CC(C)OCCCNC(=O)C1CC(=O)N(c2n[nH]c3ccccc23)C1 (stereo not given) | -5.3% |
| Cc1ncc2c(c1CNC(=O)CN1C(=O)NC(C)(C)C1=O)CCNC2 | ? |
| O=C(Nc1ccccc1Cl)c1ccc2c(Cl)c3c(nc2c1)CCCC3 | 18.9% |
| CC(NC(=O)c1ccc2c(c1)CCN2S(=O)(=O)c1ccccc1)c1ccccc1 (stereo not given) | -1.7% |
| CC(=O)N/C(N)=N/c1nc(=O)c2ccccc2s1 | ? |
| CC1(c2ccccc2)N(Cc2ccccc2)C(=O)OC12CCN(Cc1ccc(O)cc1)CC2 (stereo not given) | -16.2% |
| COCCNC(=O)c1ccc(OC2CCN(Cc3cnc(SC)nc3)CC2)c(Cl)c1 | -28.6% |
| O=C(Nc1ccc(F)cc1)c1ccn2nccc2c1 | ? |
| COc1cccc(NC(=O)C2=C(C)C(=O)OC23CCN(C(C)=O)CC3)c1 | -19.1% |
| Cc1ccc(-c2cc(C(=O)Nc3nncs3)c3ccccc3n2)cc1 | ? |
| CC(=O)c1nnn(-c2ccc(Cl)cc2C#N)c1C | -2.5% |
| Cc1nn(C)cc1-c1ccn[nH]1 | 19.8% |
| NC(=O)Cn1nc(-c2cccc([N+](=O)[O-])c2)c2ccccc2c1=O | 9.7% |
| COc1ncccc1-c1cn(C)c(=O)n2cc(CN3CC[S+](=O)([O-])CC3)nc12 | -23.5%[86.2 µM] |
| CC(C)C(=O)Nc1ccc2c(C(C(=O)O)N3CCN(c4cccc(Cl)c4)CC3)c[nH]c2c1 (stereo not given) | 2.9% |
| CN(C)c1ccc(C(CNC(=O)c2ccccc2Cl)N2CCc3ccccc32)cc1 (stereo not given) | ? |
| O=C(NCC1CC2c3ccccc3C1c1ccccc12)c1cc[n+]([O-])cc1 (stereo not given) | 14.6% |
| CCn1c(SCC(=O)Nc2cc3c(cc2C(C)=O)OCO3)nnc1C1CC1 | ? |
| O=S(=O)(NCC(c1cccs1)S(=O)(=O)c1ccccc1)c1ccc(F)cc1 (stereo not given) | ? |

Screening results as filed in PubChem BioAssay.
